C diff growth = C. difficile growth inhibitors, primary screen, HTS. Clostridium difficile clinical isolate growth, OD600, 24 h; hits give low values. growth activity, negative = inhibition, % at 16 µg/mL (by protocol). 0.25% of 86,000 active;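 active = mean growth activity at or below -80% and every replicate also at or below -80%; inconclusive = mean at or below -80% but some replicate above -80%; inactive = mean growth activity above -80%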;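 also: 0% = DMSO wells and -100% = levofloxacin 16 µg/mL wells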
Tcruzi prolif = T. cruzi intracellular proliferation inhibitors, primary screen, cell-based, beta-gal Tulahuen parasites, NIH3T3 host, luminescence | AID 624255, 2012 | T. cruzi beta-gal in NIH3T3, GalScreen luminescence, 90 h | inhibition, % at 8.34 µM | 5.9% of 77,000 active;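 active = mean inhibition above about 93%, with at least 55% of replicates each passing it, limit read from the data, passing the limit was not always enough; inconclusive = only one of those two conditions holds; inactive = neither condition holds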
Pf Dd2 inh = P. falciparum Dd2 growth inhibitors, primary screen, SYBR Green fluorescence, single dose replicates | 72 h; hits give low values | activity change, % at 10 µM | 2.3% of 94,000 active; in the data active = activity change below about -80%; inconclusive = no clear call, values can overlap the other calls
KDM4C inh = inhibitors of GASC-1 (KDM4C) histone demethylase, primary screen, biochemical, single concentration HTS; Lysine-specific demethylase 4C (Homo sapiens), Q9H3R0; GST-KDM4C 2-372, H3K9me3 peptide, LANCE TR-FRET; inhibition, % at 12.5 µM; 0.15% of 96,000 active;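 active = mean replicate inhibition above about 25%, with at least 55% of replicates also reaching it, limit read from the data, passing the limit was not always enough; inconclusive = only one of those two conditions met; inactive = neither condition met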
Target sequence (Q9H3R0 2-372 limits assumed): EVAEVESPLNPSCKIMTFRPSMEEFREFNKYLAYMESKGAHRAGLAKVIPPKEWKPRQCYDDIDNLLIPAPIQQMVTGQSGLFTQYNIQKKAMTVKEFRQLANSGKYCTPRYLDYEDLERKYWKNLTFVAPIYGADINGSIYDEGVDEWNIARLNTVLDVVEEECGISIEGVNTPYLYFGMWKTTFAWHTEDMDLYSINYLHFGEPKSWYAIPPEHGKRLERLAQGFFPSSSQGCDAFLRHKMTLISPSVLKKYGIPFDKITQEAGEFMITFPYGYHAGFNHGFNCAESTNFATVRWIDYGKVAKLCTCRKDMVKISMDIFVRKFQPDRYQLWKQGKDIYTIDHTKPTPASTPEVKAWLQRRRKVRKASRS
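System: N-terminal GST-fused human GASC-1 (KDM4C) fragment, residues 2-372; amount: enzyme final amount 10 nM; incubation: reaction 30 min RT, detection step 1 h RT; medium: HEPES buffer, pH 7.5, plus ascorbate; technique: LANCE TR-FRET, Eu antibody, ULight-streptavidin, EDTA, ex 340 nm, em 618/671 nm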
The depositor's hits bear a star; u = inconclusive; x = not tested or not shown; & = joins results of further samples.

SMILES	C diff growth	Tcruzi prolif	Pf Dd2 inh	KDM4C inh
O=C(NCc1cccc(F)c1)[C@H]1[C@H](CO)[C@H]2Cn3c(cccc3=O)[C@@H]1N2	1	23	3	-0.7
C[C@@H]1CN([C@H](C)CO)S(=O)(=O)c2ccc(-c3cccc(C#N)c3)cc2O[C@@H]1CN(C)C(=O)c1cccnc1	x	58	-13	0.4
CCS(=O)(=O)N1CC(=O)N2[C@@H](CO)[C@H](c3ccc(C#CC4CC4)cc3)[C@@H]2C1	-6	x	-27	-0.3
Cc1noc(C)c1S(=O)(=O)Nc1cccc2c1O[C@H](CN(C)C(=O)Nc1ccccc1)[C@H](C)CN([C@@H](C)CO)C2=O	-5	-2	-20	-2.3
Cc1cccc(NC(=O)Nc2ccc3c(c2)C(=O)N(C)[C@@H]2CC[C@@H](CC(=O)O)O[C@@H]2CO3)c1	14	-7	3	-0.2
COc1cccc(-c2ccc3n(c2=O)C[C@H]2[C@H](CO)[C@@H](C(=O)N(C)C)N(C(=O)C4CC4)[C@@H]32)c1	-6	-74	x	-1.0
CC=Cc1ccc2n(c1=O)C[C@@H]1[C@@H](CO)[C@H](C(=O)NCC3CC3)[C@H]2N1Cc1ccccc1OC (mixture of isomers)	22	19	x	0.6
C[C@@H]1CN([C@@H](C)CO)C(=O)Cc2cc(NS(=O)(=O)c3cn(C)cn3)ccc2O[C@H]1CN(C)S(=O)(=O)c1cccs1	-1	10	0	-1.1
C[C@@H]1CN([C@@H](C)CO)C(=O)c2cc(NC(=O)Nc3ccccc3)ccc2O[C@@H]1CN(C)C(=O)Nc1ccccc1	0	-4	-15	-0.1
C[C@@H]1CN([C@H](C)CO)C(=O)c2cc(/C=C/c3ccccc3)cnc2O[C@@H]1CN(C)S(C)(=O)=O	2	15	20	-1.6
CCN(C[C@H]1N[C@@H](CO)[C@@H]1c1ccc(-c2ccc(F)cc2)cc1)C(=O)COC	-2	28	-15	-2.3
C[C@@H]1CN([C@@H](C)CO)C(=O)Cc2cc(NC(=O)NC3CCCCC3)ccc2O[C@H]1CN(C)C(=O)Nc1cccc2ccccc12	-14	3	-92*	-2.3
CO[C@@H]1CC[C@H]2CCOc3ccc(C#N)cc3C(=O)N(C)C[C@@H](OC)[C@H](C)C(=O)N(C)C[C@@H]1O2	-6	45	x	0.2
O=C(O)C[C@@H]1C[C@H]2c3cc(NC(=O)NC4CCCCC4)ccc3O[C@H]2[C@@H](CO)O1	3	-23	-4	0.0
C[C@@H]1CN([C@H](C)CO)C(=O)Cc2cc(NC(=O)Nc3ccc4c(c3)OCO4)ccc2O[C@H]1CN(C)S(=O)(=O)c1ccccc1	-4	-26	-2	-0.2
Cc1noc(C)c1NC(=O)Nc1ccc2c(c1)C(=O)N([C@@H](C)CO)C[C@@H](C)[C@@H](CN(C)C)OCCCC[C@H](C)O2	-1	93	6	1.4
C[C@@H]1CN([C@H](C)CO)C(=O)c2cc(NC(=O)Nc3ccccc3)ccc2O[C@H]1CN(C)C(=O)Nc1ccc(C(F)(F)F)cc1	-1	-26	1	0.4
CC(=O)N1CC[C@@H]2[C@@H](CO)Nc3ccc(C#Cc4cccnc4)cc3[C@@H]21	-3	5	64	-2.7
CN(C)C(=O)[C@H]1[C@H](CO)[C@H]2Cn3c(ccc(-c4cncnc4)c3=O)[C@H]2N1Cc1cc(F)ccc1F	-8	-72	x	2.0
COc1ccccc1CNC(=O)C[C@@H]1C[C@H]2c3cc(NC(=O)NC4CCCC4)ccc3O[C@H]2[C@H](CO)O1	-39	77	-15	-0.9
COc1ccc(CN(C)C[C@@H]2OCCCC[C@@H](C)Oc3ccc(NC(=O)CCCCCC(=O)Nc4ccccc4N)cc3C(=O)N([C@H](C)CO)C[C@@H]2C)cc1	-4	x	-77	0.5
Cc1noc(C)c1NC(=O)N[C@H]1C=C[C@H](CC(=O)NCCCN(C)C)O[C@@H]1CO	1	-2	3	0.4
CCCN1[C@@H]2c3ccc(/C=C/c4ccccc4)c(=O)n3C[C@H]1[C@H](CO)[C@H]2C(=O)NCC1CC1	10	37	5	-1.8
COc1ccc2c3c(n(C)c2c1)[C@@H](CO)N(C(=O)Nc1cccc(F)c1)CC31CN(Cc2nccs2)C1	-10	x	-85*	-0.8
C[C@@H]1CCCCO[C@H](CN(C)S(=O)(=O)c2cn(C)cn2)[C@@H](C)CN([C@H](C)CO)C(=O)c2cc(NC(=O)Nc3ccc4c(c3)OCO4)ccc2O1	5	46	40	0.9
O=C(CCN1CCCCC1)NCC[C@H]1CC[C@@H](NC(=O)C2CCCCC2)[C@@H](CO)O1	-1	x	38	-0.2
C[C@@H]1CN([C@@H](C)CO)C(=O)c2cccc(NC(=O)Nc3ccccc3)c2O[C@H]1CN(C)Cc1ccc(C(=O)Nc2ccccc2N)cc1	-2	89	-87*	-2.1
O=C(O)C[C@H]1C[C@@H]2c3cc(NC(=O)NC4CCCC4)ccc3O[C@@H]2[C@@H](CO)O1	x	25	17	2.7
C[C@@H]1CN([C@H](C)CO)C(=O)c2cc(NS(=O)(=O)c3ccc(Cl)cc3)ccc2O[C@@H](C)CCCCO[C@@H]1CN(C)S(=O)(=O)c1ccc(Cl)cc1	2	u	-73	-0.8
C/C=C/c1cnc2c(c1)C(=O)N([C@H](C)CO)C[C@H](C)[C@@H](CN(C)Cc1ccccc1)O2	3	-31	-39	1.5
C[C@H](CO)N1C[C@H](C)[C@H](CN(C)C(=O)Nc2ccc(F)cc2)Oc2cc(/C=C/c3ccccc3)ccc2S1(=O)=O	9	122*	-79	x
C[C@H]1CN([C@@H](C)CO)C(=O)c2cc(NC(=O)NC3CCCCC3)ccc2O[C@@H]1CN(C)S(=O)(=O)c1ccc(Cl)cc1	-9	22	-14	-0.1
CCCNC(=O)N(C)C[C@H]1Oc2ncc(/C=C/c3ccccc3)cc2C(=O)N([C@@H](C)CO)C[C@@H]1C	2	84	-49	-1.8
Cc1ccc(S(=O)(=O)N(C)C[C@@H]2Oc3ccc(NC(=O)NC(C)C)cc3CC(=O)N([C@H](C)CO)C[C@H]2C)cc1	-3	21	-26	1.2
O=C(CC1CC1)N1[C@H](CO)[C@@H](c2ccccc2)C12CN(Cc1cc(F)ccc1F)C2	13	x	-75	1.8
Cc1ccc(S(=O)(=O)N[C@@H]2CC[C@@H](CC(=O)NCCCN(C)C)O[C@@H]2CO)cc1	5	-22	-14	1.3
CC=Cc1ccc2n(c1=O)C[C@H]1[C@H](CO)[C@@H](C(=O)NCCc3cn(C)cn3)[C@@H]2N1C(=O)CC1CC1 (mixture of isomers)	-1	x	14	0.7
C[C@@H]1CN([C@H](C)CO)C(=O)c2cccc(NC(=O)C3CCOCC3)c2O[C@@H]1CN(C)Cc1ccc(C(=O)O)cc1	-2	0	22	5.3
Cc1ccc(S(=O)(=O)Nc2ccc3c(c2)C(=O)N([C@H](C)CO)C[C@H](C)[C@H](CN(C)S(=O)(=O)c2cn(C)cn2)O3)cc1	-2	19	-2	4.9
Cc1ccc(S(=O)(=O)N(C)C[C@H]2OCCCC[C@H](C)Oc3ccc(NC(=O)Nc4ccccc4)cc3C(=O)N([C@H](C)CO)C[C@@H]2C)cc1	3	110*	-71	-1.4

Molecules from the list above containing two or more sulfur atoms (three):
SMILES	C diff growth	Tcruzi prolif	Pf Dd2 inh	KDM4C inh
C[C@@H]1CN([C@@H](C)CO)C(=O)Cc2cc(NS(=O)(=O)c3cn(C)cn3)ccc2O[C@H]1CN(C)S(=O)(=O)c1cccs1	-1	10	0	-1.1
C[C@@H]1CN([C@H](C)CO)C(=O)c2cc(NS(=O)(=O)c3ccc(Cl)cc3)ccc2O[C@@H](C)CCCCO[C@@H]1CN(C)S(=O)(=O)c1ccc(Cl)cc1	2	u	-73	-0.8
Cc1ccc(S(=O)(=O)Nc2ccc3c(c2)C(=O)N([C@H](C)CO)C[C@H](C)[C@H](CN(C)S(=O)(=O)c2cn(C)cn2)O3)cc1	-2	19	-2	4.9

Following part:
SMILES	C diff growth	Tcruzi prolif	Pf Dd2 inh	KDM4C inh
CC(C)NC(=O)N(C)C[C@H]1Oc2ncc(-c3ccccc3F)cc2C(=O)N([C@@H](C)CO)C[C@@H]1C	3	-28	-13	-0.7
O=C(Nc1ccccc1)N[C@H]1CC[C@H](CCn2cc(C3(O)CCCC3)nn2)O[C@@H]1CO	2	38	-19	1.3
Cc1ccc(S(=O)(=O)N2CC[C@@H]3[C@H]2c2cc(C4=CCCCC4)ccc2N(C)[C@H]3CO)cc1	3	82	0	-0.4
C[C@H](CO)N1C[C@H](C)[C@@H](CN(C)CC2CCCCC2)Oc2c(NC(=O)Nc3cccc4ccccc34)cccc2C1=O	7	-94	-14	3.3
O=C(Cc1ccncc1)N[C@H]1CC[C@H](CCn2cc(-c3ccccc3F)nn2)O[C@H]1CO	x	-8	18	-0.6
CCCNC(=O)N(C)C[C@H]1Oc2ncc(C#CC(C)C)cc2C(=O)N([C@@H](C)CO)C[C@@H]1C	63	53	18	0.8
CCS(=O)(=O)Nc1ccc2c(c1)C(=O)N(C)C[C@@H](OC)[C@@H](C)CN[C@H](C)CO2	-4	6	x	-0.4
O=C(C[C@@H]1CC[C@H](NC(=O)C2CCC2)[C@H](CO)O1)NCCCN1CCOCC1	1	x	15	-3.0
C[C@@H]1CN([C@@H](C)CO)C(=O)c2cccc(NC(=O)Nc3ccc(F)cc3)c2O[C@H]1CN(C)C(=O)Nc1ccc(C(F)(F)F)cc1	20	62	20	-0.1
C[C@@H]1CN([C@@H](C)CO)C(=O)Cc2cc(NS(=O)(=O)c3ccc(F)cc3)ccc2O[C@@H]1CN(C)S(=O)(=O)c1ccc(Cl)cc1	-7	84	-42	-0.5

Fetched by structure from the list above, 4 records:
SMILES	C diff growth	Tcruzi prolif	Pf Dd2 inh	KDM4C inh
C[C@H](CO)N1C[C@H](C)[C@@H](CN(C)CC2CCCCC2)Oc2c(NC(=O)Nc3cccc4ccccc34)cccc2C1=O	7	-94	-14	3.3
O=C(Nc1ccccc1)N[C@H]1CC[C@H](CCn2cc(C3(O)CCCC3)nn2)O[C@@H]1CO	2	38	-19	1.3
O=C(Cc1ccncc1)N[C@H]1CC[C@H](CCn2cc(-c3ccccc3F)nn2)O[C@H]1CO	x	-8	18	-0.6
CCS(=O)(=O)Nc1ccc2c(c1)C(=O)N(C)C[C@@H](OC)[C@@H](C)CN[C@H](C)CO2	-4	6	x	-0.4

Continued:
SMILES	C diff growth	Tcruzi prolif	Pf Dd2 inh	KDM4C inh
CN(C)CC#Cc1ccc([C@@H]2[C@@H](CO)N3CCCCN(C(=O)Nc4cc(F)ccc4F)C[C@H]23)cc1	5	100*	-4	3.8
CCC(=O)Nc1ccc2c(c1)C(=O)N(C)[C@@H]1CC[C@H](CC(=O)NCC3CCCCC3)O[C@@H]1CO2	-7	1	-11	0.5
OC[C@H]1[C@H](c2ccc(-c3ccccc3F)cc2)[C@@H]2CN(Cc3cncnc3)CCCCN12	-8	108*	-24	-0.7
CN(C)C(=O)C[C@H]1C=C[C@@H](NC(=O)NC2CCCC2)[C@H](CO)O1	-2	x	6	0.2
O=C(C1CCC1)N1C[C@H]2[C@@H](c3ccccc31)[C@@H](CO)N2C(=O)c1ccccc1F	1	5	-2	6.9
CC(C)NC(=O)N1CC[C@@H]2[C@H]1c1cc(C#Cc3cccnc3)ccc1N(C)[C@@H]2CO	-15	51	-8	1.3
C[C@@H]1CN([C@@H](C)CO)C(=O)c2cc(NC(=O)C3CCCCC3)ccc2O[C@@H](C)CCCCO[C@H]1CN(C)C(=O)c1ccncc1	3	-10	-14	0.6
CCCNC(=O)C[C@H]1CC[C@H]2[C@@H](COc3ccc(NC(=O)Nc4c(C)noc4C)cc3C(=O)N2C)O1	-4	-20	-23	-3.0
C[C@@H]1CCCCO[C@@H](CN(C)C(=O)Nc2ccc3c(c2)OCO3)[C@H](C)CN([C@@H](C)CO)C(=O)c2cc(NC(=O)Nc3ccccc3)ccc2O1	1	41	8	-0.3
C[C@@H]1CCCCO[C@H](CN(C)Cc2ccc3c(c2)OCO3)[C@H](C)CN([C@@H](C)CO)C(=O)c2cc(NC(=O)C3CCCCC3)ccc2O1	0	-19	-74	-0.8
C[C@@H]1CN([C@@H](C)CO)C(=O)c2cc(Br)cnc2O[C@@H]1CN(C)C(=O)Nc1ccc(F)cc1	3&1	-114&-112	20&19	-2.5
CC(C)CC#Cc1ccc2c(c1)O[C@H](CN(C)S(=O)(=O)c1cccc(F)c1)[C@H](C)CN([C@@H](C)CO)S2(=O)=O	7	118*	-54	-2.5
COCC#Cc1cnc2c(c1)C(=O)N([C@H](C)CO)C[C@@H](C)[C@H](CN(C)C(C)=O)O2	-4	14	28	1.6
O=C(Nc1ccccc1)N[C@H]1CC[C@@H](CCNS(=O)(=O)c2ccccc2F)O[C@@H]1CO	-3	-60	5	-1.1
C[C@@H]1CN([C@H](C)CO)C(=O)c2cc(NS(=O)(=O)c3ccccc3)ccc2O[C@H]1CN(C)C	-3	-52	5	0.3
COc1ccccc1C#Cc1cnc2c(c1)C(=O)N([C@@H](C)CO)C[C@H](C)[C@H](CN(C)C(=O)CN(C)C)O2	6	-74	9	2.2

Screening results: PubChem BioAssay, Broad Institute
